AmpC inh no detg: blocks E. coli AmpC beta-lactamase in detergent-free assay | P00811 | AmpC nitrocefin hydrolysis, absorbance 480 nm, 0.0001% Triton | Potency, µM (highest dose often 57.1 µM), for inactives: top-dose activity change, negative = inhibition, actives largely listed as inhibitors | 330,000 compounds, 0.52% hits | AID 485341;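 note: potency is the fitted concentration of half-maximal effect; plate controls were no compound for no effect and no enzyme for full effect; nearly all actives have a fitted effect of over 20% in size; some results filed as inactive show a strong effect at the top dose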
Target sequence (P00811 whole entry, looked up): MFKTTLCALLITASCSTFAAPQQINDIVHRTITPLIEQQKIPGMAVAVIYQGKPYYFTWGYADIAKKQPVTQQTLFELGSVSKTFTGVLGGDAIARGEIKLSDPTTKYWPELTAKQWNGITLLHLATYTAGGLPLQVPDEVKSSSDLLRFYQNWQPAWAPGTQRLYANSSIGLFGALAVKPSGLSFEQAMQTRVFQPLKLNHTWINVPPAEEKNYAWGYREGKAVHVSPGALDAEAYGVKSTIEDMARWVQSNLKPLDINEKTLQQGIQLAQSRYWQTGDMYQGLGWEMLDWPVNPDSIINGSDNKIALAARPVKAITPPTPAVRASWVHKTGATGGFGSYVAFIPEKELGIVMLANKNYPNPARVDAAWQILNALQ
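AmpC (5.3 nM in the dispensed reagent) in 20 mM phosphate pH 7.0 with 0.01% (detergent screen) or 0.0001% Triton X-100 was preincubated with compounds for 15 min at room temperature. Nitrocefin was then added from an 800 uM solution, and hydrolysis was followed at 480 nm.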
Pf growth 96h: P. falciparum growth inhibition at 96 hour, primary screen for plastid delayed-death inhibitors; 320,000 compounds, 6.9% hits; Potency, µM (titrated, usually from 28.7 µM), without a hit: at the top dose activity change, negative = inhibition, usual class: inhibitors; P. falciparum luciferase reporter growth, 96 h; note: potency is the fitted concentration of half-maximal effect; % is set by controls: 0 for no effect and ±100 for the full control effect
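Compounds incubated with erythrocytes infected by luciferase-expressing P. falciparum (2% hematocrit, 0.05% parasitemia final) for 96 hours, 37 C in 5% CO2. Growth inhibition scored as decreased luciferase luminescence.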
Shiga inhibitor: Shiga toxin inhibition | Vero cells, Shiga toxin protein synthesis inhibition reporter | inhibition, % at 38.7 µM | 290,000 compounds, 9.2% hits | AID 2315; in the data active = inhibition mostly above about 28%, no sharp cut-off; inactive = mostly below about 43%; note: 0% is about no effect
Pf growth 48h: P. falciparum growth inhibition at 48 hours (one generation). P. falciparum luciferase growth in erythrocytes, 48 h. 310,000 compounds, 5.9% hits. AID 504832. Potency, µM (doses to about 28.7 µM), inactives show top-dose activity change, negative = inhibition, hits mostly inhibitors; note: potency is the fitted concentration of half-maximal effect; % is set by controls: 0 for no effect and ±100 for the full control effect
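Here the parasites carry a stable luciferase gene and grow inside erythrocytes in Albumax-based RPMI medium with compound for one erythrocytic cycle. Activity is scored as loss of luminescent signal.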
Tb PYK inh: T. brucei pyruvate kinase inhibition. TbPYK enzyme, Kinase-Glo Plus ATP luminescence, 45 min. Potency, µM (highest dose often 76.8 µM), without a hit: at the top dose activity, negative = inhibition, hits mostly inhibitors. Q57TT1. 410,000 compounds, 0.12% hits. AID 624173; note: potency is the fitted concentration of half-maximal effect; % is set by controls: 0 for no effect and ±100 for the full control effect; nearly all actives have a fitted effect of over 50% in size
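ADP (130 uM final) triggers the TbPYK reaction after compound addition; incubation is 45 min at room temperature. Kinase-Glo Plus is then added and luminescence imaged. Normalized data are fitted to concentration-effect curves.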
LmPK inh: LmPK (Leishmania mexicana) enzyme inhibition; 290,000 compounds, 0.37% hits; AID 1721; Potency, µM (series often up to 57.5 µM), without a hit: at the highest dose activity change, negative = inhibition, hits mostly inhibitors; Q27686; purified LmPK, Kinase-Glo ATP luminescence, 1 h; note: potency is the fitted concentration of half-maximal effect; % is set by controls: 0 for no effect and ±100 for the full control effect
Target sequence (Q27686 whole entry, looked up): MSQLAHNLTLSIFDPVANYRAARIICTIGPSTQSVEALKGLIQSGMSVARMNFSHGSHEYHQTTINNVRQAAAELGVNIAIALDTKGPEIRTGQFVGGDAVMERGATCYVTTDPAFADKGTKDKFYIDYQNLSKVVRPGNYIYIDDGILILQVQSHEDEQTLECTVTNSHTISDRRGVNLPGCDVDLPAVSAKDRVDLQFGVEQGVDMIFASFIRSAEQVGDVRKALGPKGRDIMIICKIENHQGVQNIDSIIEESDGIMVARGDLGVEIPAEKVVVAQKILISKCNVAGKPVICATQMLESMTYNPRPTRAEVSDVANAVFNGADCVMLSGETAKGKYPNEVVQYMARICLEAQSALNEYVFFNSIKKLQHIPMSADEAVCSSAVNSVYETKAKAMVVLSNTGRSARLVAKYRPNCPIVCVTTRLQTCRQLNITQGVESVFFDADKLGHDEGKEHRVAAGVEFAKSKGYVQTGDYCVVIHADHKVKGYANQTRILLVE
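Kinase-Glo luminescence read after 1 h RT reaction of 0.1 nM LmPK with 0.5 mM PEP and 0.1 mM ADP. Activity scaled between uninhibited and enzyme-free controls.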
Cycloheximide cs: counter-screen for Shiga toxin inhibitors: cycloheximide protein synthesis inhibition; cell reporter, cycloheximide protein synthesis inhibition counterscreen; 300,000 compounds, 12% hits; max response, %; in the data active = max response mostly above about 13%, no sharp cut-off; inactive = mostly below about 14%; note: read at 38.3 µM for the half of the compounds with a filed dose; 0% is about no effect
* = called active by the depositor; u = inconclusive; x = not tested or not shown; & = joins results of further samples; [ ] = dose if it differs, or a comment. Unless noted, calls come from the whole dose curve; as a rule, active = well fitted curve in the direction sought with a large enough effect; inconclusive = small, poorly fitted or top-dose-only effect, or another doubt; inactive = no such curve, though single readings can be large; an effect the other way counts as inactive or inconclusive.

SMILES | AmpC inh no detg | Pf growth 96h | Shiga inhibitor | Pf growth 48h | Tb PYK inh | LmPK inh | Cycloheximide cs
CO/N=C(/C(=O)N[C@@H]1C(=O)N2C(C(=O)O)=C(CSc3cnns3)CS[C@H]12)c1csc(N)n1 | x | -4% | x | -6% | -3% | x | x
O=C(CCCc1ccccc1)NCCc1ccc(F)cc1 | 19% | 8% | 92* | -12% | -8% | -5% | 29*
CCCn1nc2cc(C(=O)NCc3ccc(OC)cc3)ccc2c1OCC | -2% | 42%[activator] | 12 | u | -3% | -2% | -1
Cc1ccc(S(=O)(=O)N2CCN(C(=O)COC(=O)C3CCC3)CC2)cc1 | 0% | 4% | x | 4% | 0% | x | x
COc1ccccc1-c1cc(C2CC2)nc(N)c1C#N | -4% | u | -1 | 6% | 1% | 4% | 3
Cc1c(OCC(=O)NC2CCN(Cc3ccccc3)CC2)ccc2c3c(c(=O)oc12)CCC3 | 1% | u | -7 | u | -5% | -7% | -10
COC(=O)c1nc2n(n1)C(c1cccc(Cl)c1)C1=C(CC(C)(C)CC1=O)N2 (centres undefined) | 25% | 5% | -16 | x | 1% | 12% | -6
COc1ccc2cc(C3CC(c4cccs4)=NN3S(C)(=O)=O)c(Cl)nc2c1 (centres undefined) | 42% | u | 37 | -9% | 0% | 1% | 24*
CCc1nnc(NC(=O)c2cc(-c3cccnc3)nc3ccccc23)s1 | 19% | -4% | -10 | 13% | 5% | -7% | -1
CN(CCc1ccccn1)S(=O)(=O)c1ccccc1F | -8% | 25% | -21 | 7% | 6% | -5% | -6
C=CCOc1c(Br)cc(/C=N/O)cc1OCC | -18% | 65%[activator] | -5 | 13% | -7% | 0% | -1
O=c1c2ccccc2nc(-c2ccc(Cl)cc2Cl)n1-c1nccs1 | -19% | u | -11 | u | -14% | -5% | -3
O=C(Nc1cccc(-c2nnc(-c3ccccc3)o2)c1)C1CC1 | 0% | 34%[1.15 µM] | 28 | u | 3% | 0% | 27
CN1CCN(CCN2CCn3c2nc2ccccc23)CC1 | -26% | u | 60 | 36%[activator] | -5% | 1% | 10
CC1CCCC(NC(=O)CCNC(=O)c2ccc(Br)cc2)C1C (centres undefined) | 16% | 17% | x | u | 1% | x | x
CC1CCc2c(sc3nn[nH]c(=O)c23)C1 (centres undefined) | -29% | 0% | -4 | u | -3% | -1% | 10
CCc1ccccc1NC(=O)Nc1cnccn1 | -24% | -16% | -10 | 9% | -5% | -5% | -2
COc1cccc(CCNC(=O)C2CCCN(c3ncnc4c3nc3n4CCCCC3)C2)c1OC (centres undefined) | 12% | 9% | 2 | -11% | -4% | -4% | -3
Cc1nnc(CN(C)Cc2cn[nH]c2-c2ccc(-c3ccccc3)cc2)o1 | 102%[activator] | u | 19 | -6% | -7% | 0% | 15*
CCN(CC)CCCn1c2c(c(SCC(=O)Nc3ccccc3Cl)nc1=O)CCC2 | 12% | -13% | x | u | -1% | x | x
CCCCOc1ccc(C(=O)NCCC(=O)NCCCC(=O)OCC)cc1 | 18% | -2% | 10 | -14% | 12% | -2% | 2
Cc1cccc(NC(=O)C2CCN(S(=O)(=O)c3ccc4c(c3)NC(=O)CO4)CC2)c1 | -23% | -10% | 14 | u | -7% | -4% | 3
CCNC(=S)NNC(=O)c1cc(CC(C)C)nc2ccccc12 | -29% | u | 19 | u | 6% | 1% | -2
O=C(NCC1CCCO1)C(c1ccc(N2CCOCC2)cc1)N(C(=O)Cn1nnc2ccccc21)c1ccccc1F (centres undefined) | 110%[activator] | 50%[activator] | -4 | u | 5% | -2% | -3
N=c1c2c(-c3ccccc3)c(-c3ccccc3)n(Cc3ccco3)c2ncn1CCCO | 85%[activator] | 13µM* | -3 | u | -6% | 13% | -5

At a glance, part of the list above:
SMILES | AmpC inh no detg | Pf growth 96h | Shiga inhibitor | Pf growth 48h | Tb PYK inh | LmPK inh | Cycloheximide cs
CCNC(=S)NNC(=O)c1cc(CC(C)C)nc2ccccc12 | -29% | u | 19 | u | 6% | 1% | -2
O=C(NCC1CCCO1)C(c1ccc(N2CCOCC2)cc1)N(C(=O)Cn1nnc2ccccc21)c1ccccc1F (centres undefined) | 110%[activator] | 50%[activator] | -4 | u | 5% | -2% | -3
N=c1c2c(-c3ccccc3)c(-c3ccccc3)n(Cc3ccco3)c2ncn1CCCO | 85%[activator] | 13µM* | -3 | u | -6% | 13% | -5

Next compounds follow.
SMILES | AmpC inh no detg | Pf growth 96h | Shiga inhibitor | Pf growth 48h | Tb PYK inh | LmPK inh | Cycloheximide cs
COCCn1nnnc1CN(Cc1cccnc1)Cc1cc2cc(OC)ccc2[nH]c1=O | -20% | x | 31 | -13% | 0% | -1% | -3
COc1ccc(OC)c(C(=O)Cn2nnc(-c3ccc(N4CCOCC4)cc3)n2)c1 | -15% | u | -4 | 2% | 3% | 9% | -3
CCCC(=O)Nc1nnc(COC)s1 | -10% | 105%[activator] | -17 | -11% | -5% | -5% | -1
N#CC1(NC(=O)COC(=O)c2nc(Cl)ccc2Cl)CCCCC1 | -19% | 8% | x | 1% | 3% | x | x
CNC(=S)N(Cc1cccs1)Cc1cc2ccc(OC)cc2[nH]c1=O | -26% | u | -11 | u | -17% | 0% | -3
CCOc1ccc(C2C(C#N)=C(N)Oc3cc(O)ccc32)cc1OCC (centres undefined) | -43% | u | x | u | 0% | 4% | -3
CC(=O)Nc1cccc(NC(=O)CSc2nccn2Cc2ccco2)c1 | -8% | u | -1 | 15% | -5%&-2% | -2% | 21
Cc1ccc(Cn2ncc(Cl)c(Cl)c2=O)cc1 | -24% | u | 38 | -2% | 0% | 0% | 11
Cc1ccc(Cl)cc1N(CC(=O)N1CCCCCC1)S(C)(=O)=O | -3% | -28% | -6 | 0% | 7% | 3% | -1
O=C(Nc1ccc(Cl)cc1)N1CCN(c2ccc3nnc(-c4ccc(F)cc4)n3n2)CC1 | 148%[activator] | u | 8 | 9.3µM* | 7%&-9% | 1% | 5
O=C(COc1cccc(F)c1)Oc1ccc(C(=O)c2ccccc2)cc1 | u | 35%[activator] | 14 | 12% | 6% | 2% | 16
COc1ccc(NC(=O)c2sc(N)nc2-c2ccccc2)cc1 | -30% | 3% | 10 | 0% | -7% | -11% | 2
O=[N+]([O-])c1ccc(SCc2c(F)cccc2Cl)nc1 | -36% | 38%[activator] | 20 | 70%[activator] | -1% | 3% | 19*
NCCCCCc1nnc(SC/C=C/c2ccccc2)o1 | 29% | 37%[activator] | 12 | 29% | -1% | 2% | -1
COc1cc(C2c3c(-c4cc(C)cc(C)c4O)n[nH]c3C(=O)N2CCCO)cc(OC)c1OC (centres undefined) | 143%[activator] | -3%[5.75 µM] | -1 | u | 4% | 4% | -3
CCOc1ccc(Cc2nnc(SCC(N)=O)n2C)cc1 | -13% | -54% | -4 | x | 2% | -6% | -3
COc1ccccc1NC(=O)CSc1nnc(Cc2cc(=O)[nH]c(=O)[nH]2)n1-c1ccccc1 | 0% | 5% | -5 | 12% | -6% | -3% | -2
O=C(O)c1csc(-c2cccc(Cl)c2)n1 | -18% | 39%[activator] | 5 | 35%[activator] | -6% | 1% | 9.7*
Nn1c(SCC(=O)Nc2ccc3c(c2)OCO3)nnc1-c1ccc(Cl)cc1 | -19% | 35%[activator] | 1 | 29% | 3% | 1% | -2
COc1ccc(Cc2nc3ccc(C(=O)NCCc4cccc(C)n4)cc3o2)cc1 | 86%[activator] | 0% | -8 | u | 3% | 0% | 3
CN1[C@@H]2CC[C@H]1CC(OC(=O)c1c[nH]c3ccccc13)C2 (some centres undefined) | x | x | -12 | x | 4% | x | -1
COc1ccc2occ(C(=O)c3ccc(N)cc3)c2c1 | -31% | 321%[activator] | 71* | 341%[activator] | 0% | 2% | 39*
CN(C)c1cccc(C(=O)NNC(=O)/C=C/c2cccs2)c1 | -18% | -1% | x | 10% | -4% | x | x
CC(=O)Nc1ccc(S(=O)(=O)Nc2ccc(S(=O)(=O)N3CCCC3)cc2)cc1 | -18% | -28% | 14 | -1% | 1% | 0% | -2
COc1ccc(NC(=O)N(Cc2cc3cc(OC)ccc3[nH]c2=O)CC2CCCO2)cc1 (centres undefined) | 1% | -2% | -9 | u | 3% | 3% | -1

Three compounds from above, reduced to Tb PYK inh, LmPK inh and Cycloheximide cs.
molecule,Tb PYK inh,LmPK inh,Cycloheximide cs
O=[N+]([O-])c1ccc(SCc2c(F)cccc2Cl)nc1,-1%,3%,19*
CCCC(=O)Nc1nnc(COC)s1,-5%,-5%,-1
Cc1ccc(Cl)cc1N(CC(=O)N1CCCCCC1)S(C)(=O)=O,7%,3%,-1

(cont.)
SMILES | AmpC inh no detg | Pf growth 96h | Shiga inhibitor | Pf growth 48h | Tb PYK inh | LmPK inh | Cycloheximide cs
Cc1ccc(C(=O)NCC(=O)NCc2cc(=O)n(C)c(=O)n2C)cc1 | -7% | 14% | -10 | 20% | -24% | 1% | -1
COC(=O)c1cccc(Nc2nc(-c3ccncc3)nc3ccccc23)c1 | -15% | u | -7 | 1.9µM* | -1% | 1% | -2
COc1ccc(NC(=O)COC(=O)Cc2c(F)cccc2Cl)cc1OC | 25% | 0% | 46 | -2% | -7% | 14% | 21*
O=C(O)c1ccc(-c2nc(-c3cccc(C(F)(F)F)c3)cs2)cc1 | -19% | 55%[activator] | 79 | 30% | -2% | 4% | 7
O=C1N=C(N2CCOCC2)S/C1=C/c1cc2c(cc1[N+](=O)[O-])OCO2 | -11% | u | -1 | u | 0% | 4% | 7
COC(=O)c1ccc(C(=O)OC)c(NC(=O)COC(=O)C2CCCCC2)c1 | 2% | x | -20 | 23% | 2% | 1% | -7
COc1ccc(OC)c(C(=O)N2CCCC(Nc3ccc(F)cc3)C2)c1 (centres undefined) | 17% | 97%[activator] | -15 | -9% | -9% | 1% | 9
CCCc1cc(=O)[nH]c(SCC(=O)NN(c2ccccc2)c2ccccc2)n1 | -24% | -4% | 11 | -10% | -4% | 5% | -7
Clc1ccc2oc(-c3cccnc3)nc2c1 | -23% | x | 85* | 143%[activator] | -5% | -8% | 47*
CCOP(=O)(c1ccc(N(C)C)cc1)C(O)c1ccc(Cl)cc1 (centres undefined) | 57% | -7%[5.75 µM] | 12 | -19% | 2% | -3% | 29
O=C(CN1CCN(C(=O)c2ccco2)CC1)Nc1ccc(Cl)c(C(F)(F)F)c1 | 73%[activator] | u | 5 | -1% | 1% | -9% | -2
CCCc1nnc(NC(=O)CCC(=O)N2CCN(CCOC(c3ccccc3)c3ccccc3)CC2)s1 | 267%[activator] | u | -19 | 10µM* | 18% | 2% | 1
O=C(CN1C(=O)c2cccc3cccc1c23)N1CCN(c2cccc(Cl)c2)CC1 | -16% | u | -2 | 8% | -7% | 2% | -1
CCOc1ccccc1NC(=O)c1ccc2ccccc2c1 | -59% | 12µM* | x | 5% | 0% | 7% | 23*
CCCCNC(=O)Nc1ccccc1C(=O)Nc1ccc(OC)cc1 | -14% | 306%[activator] | -10 | x | -6% | -5% | 0
O=C(C1CC1)N1N=C(c2ccc(F)cc2)CC1(O)C(F)(F)F (centres undefined) | -15% | 12µM* | x | 13% | -13% | 12% | 0

Source: PubChem BioAssay (National Center for Advancing Translational Sciences (NCATS))

Not a hit list. Share with any hit: about 22%.
